ADAM10 inh – ADAM10 inhibition, QFRET primary screen; O14672; recombinant ADAM10, EDANS/DABCYL FRET peptide cleavage, 3 h; inhibition, % at 7 µM; 0.62% of 370,000 active; AID 720582;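 active = inhibition above a per-campaign cutoff equal to the mean of compounds falling between control-based bounds plus 3 SD, cut at about 20% in these data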;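 note: 0% = DMSO wells while the 100% control is not disclosed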
Target sequence (O14672 214-748 limits assumed): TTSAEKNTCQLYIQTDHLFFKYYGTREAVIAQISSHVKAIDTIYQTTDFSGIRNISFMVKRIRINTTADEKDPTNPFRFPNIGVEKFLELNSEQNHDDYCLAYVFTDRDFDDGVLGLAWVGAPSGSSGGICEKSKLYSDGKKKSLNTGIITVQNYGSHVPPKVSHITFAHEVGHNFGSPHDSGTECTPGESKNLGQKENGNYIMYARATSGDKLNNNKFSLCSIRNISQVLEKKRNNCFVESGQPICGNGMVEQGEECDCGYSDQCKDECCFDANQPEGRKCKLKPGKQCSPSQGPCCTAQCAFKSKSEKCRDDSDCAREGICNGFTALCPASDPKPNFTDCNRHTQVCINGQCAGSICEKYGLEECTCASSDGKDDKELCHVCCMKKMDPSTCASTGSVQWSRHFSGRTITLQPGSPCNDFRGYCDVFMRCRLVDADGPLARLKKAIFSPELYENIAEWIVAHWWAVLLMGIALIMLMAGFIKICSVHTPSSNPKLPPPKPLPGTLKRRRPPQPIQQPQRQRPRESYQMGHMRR
ADAM17 inh – inhibits human ADAM17 | AID 720648 | 0.83% of 370,000 active | inhibition, % at 6.95 µM | recombinant ADAM17, EDANS/DABCYL FRET peptide cleavage | P78536;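 active = inhibition above the mean of compounds lying between control limits plus 3 SD, set per campaign, cut at about 8.5% in these data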;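 note: 0% = DMSO-only wells as the low control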
Target sequence (P78536 215-824 limits assumed): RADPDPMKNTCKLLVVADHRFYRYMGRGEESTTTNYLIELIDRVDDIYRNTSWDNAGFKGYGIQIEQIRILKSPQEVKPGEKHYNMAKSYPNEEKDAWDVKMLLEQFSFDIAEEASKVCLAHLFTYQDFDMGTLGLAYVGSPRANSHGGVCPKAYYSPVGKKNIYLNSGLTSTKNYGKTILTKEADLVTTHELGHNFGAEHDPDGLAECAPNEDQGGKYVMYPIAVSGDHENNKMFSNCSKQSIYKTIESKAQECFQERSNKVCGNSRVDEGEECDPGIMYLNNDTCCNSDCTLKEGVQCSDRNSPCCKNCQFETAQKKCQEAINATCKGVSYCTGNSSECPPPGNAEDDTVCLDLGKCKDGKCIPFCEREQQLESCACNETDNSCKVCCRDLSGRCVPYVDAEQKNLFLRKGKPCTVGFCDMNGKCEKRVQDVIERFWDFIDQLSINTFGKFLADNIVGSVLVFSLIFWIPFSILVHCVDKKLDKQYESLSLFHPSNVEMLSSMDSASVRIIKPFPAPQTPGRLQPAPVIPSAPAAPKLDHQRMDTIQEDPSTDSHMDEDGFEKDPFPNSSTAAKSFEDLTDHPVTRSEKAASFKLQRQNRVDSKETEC
PG9 binder – small molecules binding HIV-1 gp120 antibody PG9. TR-FRET gp120-PG9 antibody binding. inhibition, % at 6.7 µM. 0.43% of 360,000 active; in the data active = inhibition above about 8.5%
hcDAF12 agonist – activators of H. contortus DAF-12 nuclear receptor; 1.4% of 370,000 active; HEK293 hcDAF-12 lit1-tk-luc reporter, luminescence; 0% DMSO, 100% Δ7-dafachronic acid; activation, % at 6.8 µM;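 active = activation above the mean of all tested compounds plus 3 SD, cut at about 5.5% in these data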;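 note: 100% = response to 3 µM Δ7-dafachronic acid high control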
GAA850 FXN act – frataxin GAA850 promoter activation. HEK293 lucGAA850 FXN promoter luciferase reporter, 24 h; percent of 10 µM SAHA response. activation, % at 6 µM. 0.56% of 360,000 active. AID 540364;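 active = activation above the average of all compounds screened plus 3 SD, cutoff fixed separately per campaign, cut at about 7.5% in these data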;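 note: 0% = DMSO wells and 100% = 10 µM SAHA wells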
SMARCA2 act – activators of SMARCA2 function | MG213 cells, MMTV-luciferase reporter, dexamethasone, overnight | 1% of 370,000 active | activation, % at 9.1 µM; in the data active = activation above about 7.8%;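 note: 0% = vehicle wells and 100% = reference activator wells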
hgDAF12 agonist – activates the H. glycines DAF-12 receptor ligand-binding domain. AID 687014. activation, % at 6.8 µM. HEK293 GAL4-hgDAF12 UAS-luciferase reporter, agonist luminescence; normalized to butyrate control. 1.8% of 370,000 active;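 active = activation above a cutoff set at the mean of all screened compounds plus 3 SD, cut at about 10% in these data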;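 note: 0% = DMSO wells and 100% = sodium butyrate wells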
DAX1 inh-1 – NR0B1 (DAX1) inhibition. P51843. HEK293 Gal4-DAX1 luciferase reporter, luminescence. inhibition, % at 6.75 µM. 0.99% of 340,000 active. AID 504766;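 active = inhibition above the mean over all tested compounds plus 3 SD, cut at about 4.2% in these data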;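 note: 0% = DAX1-transfected cells with DMSO and 100% = empty-vector control cells with DMSO; inhibition shows as a rise in luminescence from relieved DAX1 repression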
NPR1 activator – GC-A (human) enzyme activation; P16066; 0.14% of 370,000 active; HEK293 GC-A cells, cGMP TR-FRET, EC30 ANP; 0% at EC30 ANP, 100% saturating ANP; activation, % at 10 µM; in the data active = activation above about 40%
ssDAF12 agonist – activators of S. stercoralis DAF-12 nuclear receptor; HEK293 ssDAF-12/GRIP1 lit1-tk-luc reporter, luminescence; % of 3 µM dafachronic acid response; activation, % at 6.8 µM; 1% of 370,000 active;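 active = activation above the mean over all tested compounds plus 3 SD, cut at about 0.9% in these data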;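 note: 0% = DMSO-only wells and 100% = 3 µM delta7-dafachronic acid wells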
DAX1 inh-2 – DAX1 (NR0B1) inhibition, primary screen; HEK293T StAR-luciferase reporter, SF-1/DAX-1 repression relief; inhibition, % at 6.8 µM; 1.1% of 370,000 active; AID 652010;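 active = inhibition above the mean over all tested compounds plus 3 SD, cut at about 3.6% in these data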;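 note: 0% = DAX-1 cells with DMSO and 100% = cells lacking DAX-1 with DMSO; higher inhibition means more luminescence from relief of DAX-1 repression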
Active calls of the source: *; x = no result given.

SMILES	ADAM10 inh	ADAM17 inh	PG9 binder	hcDAF12 agonist	GAA850 FXN act	SMARCA2 act	hgDAF12 agonist	DAX1 inh-1	NPR1 activator	ssDAF12 agonist	DAX1 inh-2
O=C(O)c1cnn(-c2nc(-c3ccc(F)cc3)cs2)c1C(F)(F)F	-48	-15	3.7	0.8	3.8	2	7.8	0.4	0	-0.9	0.5
NC1=NC(c2cn[nH]c2-c2cccc(F)c2)n2c(nc3ccccc32)N1 (centres undefined)	-10	-6	0.3	-0.6	-1.4	0	-5.6	-0.1	5	-0.7	0.0
C=CCn1c(SCC(=O)N2CCOCC2)nc2sc(C)c(C)c2c1=O	8	3	-1.1	-2.2	0.8	-2	1.8	-0.8	-4	-1.6	-0.6
CSc1ccccc1NC(=S)Nc1cccc(C(F)(F)F)c1	-7	-6	3.0	-0.1	0.3	-2	-0.2	0.5	3	-0.7	0.1
CCOC(=O)c1[nH]c(C)c(C(=O)OC)c1C	-4	-2	-1.3	-1.5	2.1	3	1.5	4.2	-4	-1.6	0.4
CC(=O)N(/N=C1\Sc2ccccc2C1=O)c1ccccc1C	77*	2	-1.3	4.8	4.3	7	3.6	2.3	4	0.0	2.1
O=C(NN1CCCCC1)c1cnn2c(C(F)F)cc(-c3ccccc3)nc12	-8	-2	-3.1	-0.8	-0.1	-3	1.1	-0.4	-2	-1.4	-0.5
CCc1ccc(S(=O)(=O)c2n[nH]n3c2nc(=O)c2ccccc23)cc1	-17	-12	2.5	2.4	-1.5	-1	1.1	-0.1	-4	0.1	-0.5
COc1ccc(NC(=O)CCN2CC(C)OC(C)C2)c(OC)c1 (centres undefined)	-1	-5	2.0	0.1	-0.6	-1	-0.1	0.2	0	-1.2	0.0
CSc1cccc(NC(=O)c2cccc3cccnc23)c1	19	6	-1.0	12*	5.3	3	11*	1.5	-2	2.3*	0.7
Cc1cc(=O)[nH]c(SCC(=O)Nc2ccc(Cl)cn2)n1	5	0	-1.1	-0.6	3.6	0	1.9	0.3	-3	-1.5	1.2
O=C(COC(=O)/C=C/c1ccc(Cl)cc1)Nc1ccccc1-c1ccccc1	-2	2	-1.3	1.8	3.2	-3	1.5	-1.4	0	-1.3	-0.1
Cc1ccc(NS(=O)(=O)c2ccc3c(c2)CC(=O)N3)cc1F	-2	-3	-3.3	0.0	1.8	-4	1.9	0.3	-7	-0.7	-0.3
Cc1ccc(CN(CC(=O)NC2CCCCC2)C(=O)c2csnn2)cc1	-3	-1	-0.7	-0.8	-0.1	-2	2.9	0.5	1	-1.2	-0.4
Cc1c(C(=O)OCC(=O)N2CC(=O)Nc3ccccc32)oc2ccc(Br)cc12	6	-4	1.7	3.0	-2.9	0	3.9	2.3	1	-1.1	0.9
OC[C@@H](O)[C@@H](O)[C@H](O)[C@H](O)CO	-10	-2	0.1	-2.2	-1.3	-4	-2.1	0.1	4	-1.1	0.2
CCCC(C)NC(=O)c1ccc2[nH]c3c(c2c1)CC(C)CC3 (centres undefined)	-12	0	-1.0	0.1	1.4	-1	2.8	-0.5	5	-1.5	0.0
CCCCCc1nc2sc3c(c2c(=O)n1NC(=O)c1ccc([N+](=O)[O-])cc1)CC(C)(C)OC3	10	6	-1.5	-0.7	-1.2	-2	2.7	-1.2	4	-1.3	-0.9
O=C1CCCC(O)=C1N=Nc1ccc(C(=O)O)cc1	11	0	-4.0	-0.5	0.5	-2	0.0	1.3	0	-2.2	1.1
COc1cc2c(cc1OC)C(c1ccc(Br)cc1)NCC2 (centres undefined)	-3	-5	0.6	-0.1	-0.7	-7	-1.1	x	-11	-1.7	0.5
CCCCS(=O)(=O)N1CCC(C(=O)Oc2ccc(Cl)cc2)CC1	-8	-5	-1.6	-1.1	1.4	0	1.7	1.7	5	-0.8	0.0
O=C(c1cc2c(s1)-c1ccccc1OC2)N1CCN(c2ccccn2)CC1	-162	-34	-0.1	0.2	0.4	1	0.7	5.4*	1	-0.7	0.2
COc1ccccc1OC(=O)c1ccc(S(=O)(=O)N(C)C)cc1	1	4	-0.8	-0.9	-1.4	2	2.7	5.2*	2	-1.4	0.0
COc1ccc(-n2cc(C(=O)O)c3ccccc3c2=O)cc1	-8	-2	1.8	-0.1	-1.1	-3	6.4	0.8	-2	-1.6	-0.1
Cc1cc2cc(CN(Cc3ccc4c(c3)OCO4)C(=O)c3cnccn3)c3nnnn3c2cc1C	0	0	0.7	-0.7	0.4	-4	-0.9	0.6	-3	-0.6	0.6

Entries of single compounds, quoted from the list. Values in the order: ADAM10 inh, ADAM17 inh, PG9 binder, hcDAF12 agonist, GAA850 FXN act, SMARCA2 act, hgDAF12 agonist, DAX1 inh-1, NPR1 activator, ssDAF12 agonist, DAX1 inh-2
Entry for CSc1cccc(NC(=O)c2cccc3cccnc23)c1 : 19, 6, -1.0, 12*, 5.3, 3, 11*, 1.5, -2, 2.3*, 0.7
Entry for COc1cc2c(cc1OC)C(c1ccc(Br)cc1)NCC2 (centres undefined) : -3, -5, 0.6, -0.1, -0.7, -7, -1.1, x, -11, -1.7, 0.5

New compounds follow:
SMILES	ADAM10 inh	ADAM17 inh	PG9 binder	hcDAF12 agonist	GAA850 FXN act	SMARCA2 act	hgDAF12 agonist	DAX1 inh-1	NPR1 activator	ssDAF12 agonist	DAX1 inh-2
CCOc1ccc(-n2ccnc(SCC(=O)NCc3cccc(OC)c3)c2=O)cc1	-55	-14	-3.6	0.5	-0.9	1	1.1	0.6	1	-0.5	-0.8
CCc1cccc(NC(=O)CCCN2C(=O)NC(C)(C)C2=O)c1	-6	-2	1.2	-1.5	0.8	0	0.1	-0.1	1	-0.8	1.3
Cc1ccc(OCc2nnc(SCC(N)=O)n2N)cc1	0	0	-1.1	0.3	0.8	-1	-1.8	0.0	6	-0.9	0.8
Cn1c(=O)c2ccccc2n2c(=S)[nH]nc12	-2	-4	0.2	2.1	-0.7	0	1.5	-0.1	-2	-0.5	0.0
c1ccc(Nc2nc(-c3ccccn3)cs2)cc1	14	8	-2.9	13*	2.1	4	13*	1.1	13	1.3*	2.3
CN(C)c1cc(-c2ccc(Br)cc2)oc(=O)c1Cl	2	-2	-1.4	-0.9	-2.1	-3	-0.5	x	4	-1.0	-0.7
O=C(Nc1ccc2nc(-c3cccnc3)[nH]c2c1)C12CC3CC(CC(C3)C1)C2	-68	-27	1.4	-2.3	5.6	0	-3.3	-1.0	1	-1.3	2.7
CCCn1[nH]cc(SC)c(=O)c1=O	2	4	-0.9	-1.4	3.1	0	0.6	1.6	1	-0.6	-0.2
CC(C)n1c(=O)c2ccccc2n1S(C)(=O)=O	-4	1	0.1	-0.7	x	3	1.2	x	4	-0.3	0.9
Cc1csc(NC(=O)/C=C/c2ccco2)n1	-35	-13	-3.2	6.6*	1.4	6	14*	0.1	0	-0.7	1.5
O=C(CCS(=O)(=O)c1cccc2nonc12)NCCc1ccccc1	6	-1	-0.4	-1.5	0.2	4	0.6	0.4	-3	-1.4	0.1
O=C(Nc1sc2c(c1C(=O)NC1CCCCC1)CCC2)c1ccco1	-8	-5	-2.9	0.4	1.2	-1	-0.3	0.5	0	-1.6	0.1
CC(=O)Nc1ccc2c(c1)N(C(C)=O)c1ccccc1CC2	0	2	-1.4	-1.8	1.7	0	2.1	-0.3	2	-1.2	-0.5
Cc1cc(NCc2ccccc2)nc2ccccc12	-86	-28	-2.2	-0.7	-1.3	1	3.1	-0.8	2	-1.1	-0.7
c1ccc2c(c1)ncn2CCCOc1ccc2c(c1)CCC2	6	-1	1.1	-0.6	1.8	-2	4.7	-0.4	9	-2.0	-1.1
COC(=O)c1c(NC(=O)CSc2nnc(-c3cccnc3)n2Cc2ccco2)sc(C)c1C	7	-1	1.1	-2.1	-0.5	-2	-2.6	-2.6	-13	-1.9	0.2
O=C1CN(C(=O)c2ccccc2F)c2ccccc2N1	-11	-3	0.8	-1.3	-0.2	0	0.4	1.0	-1	-0.9	0.4
CCOc1ccc(S(=O)(=O)N(C)c2ccc(OCC(=O)NCc3ccco3)cc2)cc1	6	-1	-1.5	0.1	-1.2	-2	-0.4	0.4	-3	-1.0	-0.5
O=C(Cn1cnc2ccccc2c1=O)Nc1ccc2c(c1)CCC2	9	1	-1.8	-2.3	0.3	-2	-0.3	0.5	-2	-1.3	-0.3
COc1cccc(C2c3[nH]c4ccccc4c3C[C@H]3C(=O)N(c4ccccc4C(=O)N4CCCC4C(=O)O)C(=O)N23)c1 (some centres undefined)	-60	-17	0.9	12*	1.4	1	4.0	1.1	4	-0.2	-0.2
COC(=O)c1ccc(Oc2nc(Nc3ccc(C)c(C)c3)nc(N(C)C)n2)cc1	2	-2	-2.4	-1.0	-2.6	-2	0.3	-0.9	-1	-1.9	0.0
CCn1c2ccccc2nc2cc3c(cc21)c(Cl)c(=O)c1ccccc13	-15	-1	-0.3	3.6	4.6	-2	-4.4	-0.4	6	-0.2	-2.0
O=C(Cc1ccccc1[N+](=O)[O-])NCCCN1CCOCC1	-5	-5	0.0	-1.2	0.6	-5	2.1	0.5	-1	-1.1	-0.6
Cc1c(C#N)c(NC(=O)C(C)C)n(Cc2ccccc2)c1C	-10	-4	1.6	-1.7	2.3	-2	-0.1	0.4	4	-1.2	0.9
CCc1ccc2oc(=O)cc(CN3CCN(Cc4ccccc4)CC3)c2c1	-13	-4	-1.6	1.6	-0.4	0	-2.7	2.0	-18	-1.3	0.0
(further entries)
SMILES	ADAM10 inh	ADAM17 inh	PG9 binder	hcDAF12 agonist	GAA850 FXN act	SMARCA2 act	hgDAF12 agonist	DAX1 inh-1	NPR1 activator	ssDAF12 agonist	DAX1 inh-2
CC(=O)c1ccc(S(=O)(=O)N2CCN(C(=O)C(=O)c3cccc(C(F)(F)F)c3)CC2)cc1	-4	-5	1.2	-1.6	x	-1	-3.0	x	-2	-1.2	0.0
Cc1ccc(S(=O)(=O)N2CCN(C(=O)Cc3sc(C)nc3-c3ccc(F)cc3)CC2)c(C)c1	-2	1	-0.9	-0.5	-3.6	-1	-1.8	-1.0	-5	-1.1	-0.6
Cc1ccc(NC(=O)c2cc(S(=O)(=O)N3CCOCC3)cn2C)cc1Cl	3	0	0.8	-0.1	-1.2	1	-2.3	0.2	-26	-0.7	0.0
O=C1CCCC2=C1C1(CCCC1)N=C(Nc1nc3cc(-c4ccccc4)ccc3o1)N2	-10	1	0.4	-1.3	1.6	1	-2.1	x	-4	-1.0	0.9
COc1ccc(CCNC(=O)CN(c2ccccc2OC)S(C)(=O)=O)cc1OC	2	-2	-0.7	-0.1	1.4	-2	-0.2	0.0	-1	-1.5	-0.3
O/N=C(\Cc1cscn1)c1ccc(O)cc1O	3	2	-1.2	3.1	2.7	-2	0.1	-0.2	7	-0.8	0.4
COCCCNc1ncnc2c1nc1n2CCCC1	1	-2	0.1	0.2	-1.1	2	-0.1	0.0	1	-1.3	0.4
CCOC(=O)c1ccc(CN2Cc3ccccc3C2=O)cc1	14	-1	-0.8	-1.8	2.2	2	-1.1	-1.4	6	-1.2	0.1
Cc1csc(NC(=O)C2CCCCC2C(=O)O)n1 (centres undefined)	-5	-7	0.2	-1.3	-0.1	-1	-1.2	0.6	2	-1.3	-0.5
O=C(CCc1ccccc1)NCC1OCCc2ccccc21 (centres undefined)	4	-4	-0.9	-1.3	-1.0	-2	4.3	1.0	1	-1.6	-0.2
CCn1c(=O)c2cc(C(=O)NCc3cccs3)sc2c2ccccc21	-33	-9	-0.9	0.3	1.3	-1	-3.4	-0.6	7	-1.3	0.0
COc1ccc(C(=O)NN/C=C/C(=O)c2ccc(Br)cc2)cc1	-16	-4	-0.1	2.6	3.6	-1	2.9	1.3	2	-1.1	-0.9
